From PubChem BioAssay
Rab2 wt GTP: changes GTP binding to wildtype dog Rab2A, up or down. P61105. GST-Rab2 wt beads, Bodipy-GTP binding, flow cytometry. GTP binding activity, % at 10 µM. hit rate 0.19% among 190,000;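 active means GTP binding activity at least 20 points away from 100%, either lowered or raised; inconclusive means signal likely due to the compound's own green fluorescence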;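 further: 0% = beads with excess unlabeled GTP and 100% = no-compound control corrected for plate trend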
Bcl-2 Bim block: disrupts Bim peptide binding to human Bcl-2; P10415; Bead-based flow cytometry, Bim peptide-Bcl-2 binding; inhibition, % at 10 µM; hit rate 0.06% among 190,000; AID 950; in the data active means inhibition above about 40%; inconclusive means no clear call, values can overlap the other calls;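 further: 0% = no compound wells with probe peptide and 100% = reference peptide inhibitor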
Target sequence (P10415 whole entry, looked up): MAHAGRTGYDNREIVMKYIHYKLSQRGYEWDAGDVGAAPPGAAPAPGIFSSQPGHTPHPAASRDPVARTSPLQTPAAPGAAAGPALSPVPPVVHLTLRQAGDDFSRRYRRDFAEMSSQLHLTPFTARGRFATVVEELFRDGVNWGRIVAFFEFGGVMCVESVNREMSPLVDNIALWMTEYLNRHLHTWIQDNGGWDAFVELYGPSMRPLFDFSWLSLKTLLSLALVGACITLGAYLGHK
Bcl-W Bim block: disrupts Bim peptide binding to human Bcl-W; AID 952; Q92843; hit rate 0.02% among 190,000; bead-based flow cytometry; inhibition, % at 10 µM;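 further: 0% = bound tracer without compound and 100% = peptide blocker; higher means less fluorescent Bim peptide bound to Bcl-W beads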
Bim-Bcl-XL: disrupts Bim peptide binding to human Bcl-XL; Q07817; bead flow cytometry, fluorescence; hit rate 0.04% among 190,000; inhibition, % at 10 µM; AID 1007
Target sequence (Q07817 whole entry, looked up): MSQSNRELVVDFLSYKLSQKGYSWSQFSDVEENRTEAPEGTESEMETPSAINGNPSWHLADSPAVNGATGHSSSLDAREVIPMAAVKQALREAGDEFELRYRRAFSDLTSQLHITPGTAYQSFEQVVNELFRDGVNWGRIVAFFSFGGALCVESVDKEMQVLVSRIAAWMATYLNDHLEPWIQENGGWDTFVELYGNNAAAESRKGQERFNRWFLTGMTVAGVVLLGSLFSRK
HRas wt GTP bind: modulators of GTP binding to human HRas wildtype; P01112; AID 759; GTP binding activity, % at 10 µM; GST-Ras wt beads, Bodipy-FL-GTP binding, flow cytometry; actives lie on both sides; hit rate 0.14% among 190,000;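 active means GTP binding activity at least 20% away from the 100% baseline, either lowered as inhibitor or raised as activator; inconclusive means flagged as likely green fluorescent, judged across all proteins in the well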;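 further: 0% = unlabeled GTP competition control and 100% = no-compound control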
Target sequence (P01112 whole entry, looked up): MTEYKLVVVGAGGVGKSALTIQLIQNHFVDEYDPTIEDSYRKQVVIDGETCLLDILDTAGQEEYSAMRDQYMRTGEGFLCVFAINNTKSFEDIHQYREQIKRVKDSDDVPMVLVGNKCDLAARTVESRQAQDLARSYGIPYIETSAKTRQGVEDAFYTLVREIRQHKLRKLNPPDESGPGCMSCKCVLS
Bim-Bcl-B: inhibitors of Bim-Bcl-B interaction, human; bead-based flow cytometry, Bim peptide-Bcl-B binding; inhibition, % at 10 µM; hit rate 0.073% among 190,000; Q9HD36;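 further: 0% = tracer peptide without compound and 100% = reference inhibitor peptide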
Rab7 wt modul: alters GTP binding to wildtype dog Rab7; hit rate 0.055% among 190,000; AID 758; GTP binding activity (percent of control), % at 10 µM; GST-Rab7 beads, fluorescent GTP binding, flow cytometry; actives lie on both sides; untreated = 100%, excess cold GTP = 0%;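 active means fluorescent GTP binding to Rab7 beads changed by at least 20 points from the 100% baseline, either direction, mostly lower; inconclusive means compound itself probably fluorescent, or too few beads counted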;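 further: median green fluorescence of bound Bodipy-FL-GTP per Rab7 bead population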
Rac1 wt modul: modulators of human Rac1 wildtype GTP binding; P63000; GST-Rac1 beads, fluorescent GTP binding, flow cytometry; actives lie on both sides; 0 = cold GTP competed, 100 = untreated; GTP binding activity (% of control), % at 10 µM; hit rate 0.27% among 190,000; AID 757;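 active means GTP binding activity at least 20 points away from the 100% control level, either lower or higher; inconclusive means compound flagged as likely green fluorescent, judged across all proteins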
Rac1 act GTP bind: alters GTP binding to activated mutant human Rac1. P63000. GST-Rac1 activated beads, fluorescent GTP binding, flow cytometry; actives lie on both sides; 100% means binding = to untreated wells. percent activity (GTP binding), % at 10 µM. hit rate 0.11% among 190,000;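 active means GTP binding at least 20 percentage points away from the 100% baseline, in either direction, so actives lie on both sides; inconclusive means Compound likely fluorescent itself, or too few beads counted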
Cdc42 wt: human Cdc42 wildtype GTP binding change, either direction; P60953; GST-Cdc42 beads, Bodipy-GTP binding, flow cytometry; actives lie on both sides; percent activity (GTP binding), % at 10 µM; hit rate 0.2% among 190,000;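 active means percent activity GTP binding at least 20 points away from the 100% baseline, either down as inhibitor or up as activator; inconclusive means compound flagged as likely green fluorescent from well-wide comparison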;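 further: median bead fluorescence of bound Bodipy-FL-GTP at 100 nM; 0% = excess unlabeled GTP control and 100% = no compound control; below 100% means less GTP binding so inhibitor and above means activator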
Target sequence (P60953 whole entry, looked up): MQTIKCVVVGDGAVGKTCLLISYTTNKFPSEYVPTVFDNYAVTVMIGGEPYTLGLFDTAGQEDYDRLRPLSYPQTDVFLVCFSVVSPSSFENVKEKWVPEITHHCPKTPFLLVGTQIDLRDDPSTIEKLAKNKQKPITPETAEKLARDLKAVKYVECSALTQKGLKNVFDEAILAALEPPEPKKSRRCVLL
Bim-Bfl-1: disrupts Bim binding to human Bfl-1; Q16548; Bead-based flow cytometry, Bim-Bfl-1 binding inhibition; inhibition, % at 10 µM; hit rate 0.12% among 190,000; AID 1008;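 further: 0% = wells without compound plus tracer and 100% = blocker peptide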
* hit, by the source's call; ? = inconclusive; / = no result given; & = joins results of further samples. Unless noted, no stated cut-off is given here; in the data, active means inhibition above about 40%.

No.	Molecule	Rab2 wt GTP	Bcl-2 Bim block	Bcl-W Bim block	Bim-Bcl-XL	HRas wt GTP bind	Bim-Bcl-B	Rab7 wt modul	Rac1 wt modul	Rac1 act GTP bind	Cdc42 wt	Bim-Bfl-1
1	CCN(CC)CCOc1c(C)cccc1Cl	98	-1	-2	0	95	-3	95	100	96	98	-8
2	O=C1CN(C(=O)CSc2nnc(Nc3ccccc3)s2)c2ccccc2N1	97	0	-3	-5	97	-11	97	99	98	102	1
3	CC(C)CNc1nc(=S)nc(N(C)C)[nH]1	101	0	0	-5	103	-5	101	108	102	104	-7
4	COc1cc(-c2nnc(SCC(=O)N3c4ccccc4Sc4ccccc43)o2)cc(OC)c1OC	98	?	/	/	99	/	100	99	98	98	/
5	CCCCOc1ccc(C(=O)NN2CCN(C)CC2)cc1	103	-15	0	-6	103	-12	105	109	103	105	-10
6	c1ccc(-c2nc(N3CCN(c4ccccc4)CC3)nc(-n3ccnc3)n2)cc1	94	4	12	-11	96	4	98	102	97	92	10
7	Cc1cccc(C(=O)OCC(=O)Nc2sc3c(c2C#N)CCC3)c1	99	-3	-5	-4	101	-7	101	106	103	107	-1
8	Cc1ccccc1Nc1nnc(SCc2cc([N+](=O)[O-])cc3c2OCOC3)s1	99	-6	0	-4	102	-7	100	105	99	104	-6
9	O=C(CN1C(=O)COc2ccccc21)NCCC1=CCCCC1	95	-9	-4	-2	98	-9	96	95	94	97	-13
10	Cc1sc2c(=O)n3c(nc2c1C(=O)NC1CCCCC1)CCCCC3	99	16	6	16	98	15	100	100	98	103	19
11	Cc1ccccc1CC1(CO)CCCN(Cc2cn[nH]c2-c2ccccc2)C1 (stereo not given)	99	-4	0	-1	92	-2	102	92	93	91	2
12	COc1cc(S(=O)(=O)NCc2ccccc2)ccc1Br	100	0	-4	-5	101	0	99	104	102	102	4
13	CC(=O)Nc1nnc(C2=COCCO2)o1	95	-4	-1	-2	95	-3	96	97	97	95	-9
14	COc1cc(OC)cc(C(=O)Nc2nc(-c3ccccc3)c(-c3ccccc3)o2)c1	92	-17	-3	-9	91	-7	94	95	91	89	-18
15	COc1ccc(OC)c(-c2csc(NC(=O)CSc3ccccc3)n2)c1	100	-4	-4	-5	99	-7	95	105	101	105	-3
16	N#CCc1ccc(NC(=O)Nc2cccc(Cl)c2)cc1	103	0	-1	-1	103	-1	100	103	100	103	-2
17	C/C(CC(O)c1ccc2ccccc2n1)=N/O (stereo not given)	99	-2	2	-2	100	-8	103	101	98	101	-11
18	COCC(=O)Nc1sc2c(c1C(=O)OC)CCCC2	97	-7	-2	-1	100	-3	102	109	96	106	0
19	CN1CCN(C2=Nc3ccccc3Oc3ccc(Cl)cc32)CC1	100	1&-2	0&-2	-3&-4	103	-7&-4	102	103	99	101	-2&-2
20	C=CCNC(=O)CSc1nnc(-c2ccccc2Br)n1-c1cccc(C(F)(F)F)c1	99	1	0	0	101	-3	99	106	99	101	3
21	CCCCn1c(CNC(=O)CC)nc2ccccc21	102	-7	-1	-1	100	-6	101	100	102	100	-11
22	CCN1CCN(c2nc(N)c([N+](=O)[O-])c(Nc3ccc(C)cc3)n2)CC1	101	-2	1	-3	102	-3	104	103	101	103	0
23	COc1ccc(CC(NC(C)=O)C(=O)N2CCN(C(=O)Nc3ccc(Cl)cc3)CC2)cc1OC (stereo not given)	105	-9	2	-6	102	-11	106	109	100	105	-14
24	CCOc1ccccc1N(CC(=O)OC)S(C)(=O)=O	101	0	5	1	103	-4	104	101	94	100	-11
25	COc1ccc(CN(CC(=O)NCC2CCCO2)C(=O)CNS(=O)(=O)c2ccc(C)cc2)cc1 (stereo not given)	101	-11	-4	-10	102	-6	100	107	100	107	-20
26	Cc1[nH]c2c(C)cccc2c1CC(=O)O	99	-3	0	-1	100	-3	111	101	96	98	-5
27	O=C(Nc1ccc(Cl)c(Cl)c1)c1cccc(S(=O)(=O)NCc2cccnc2)c1	98	-8	0	-3	98	-8	97	101	99	102	-7
28	Cc1cc(NS(=O)(=O)c2ccc(NC(=O)c3ccco3)cc2)nc(C)n1	98	-3	1	4	98	-8	99	101	97	98	-10
29	O=C(CCSc1ccccc1)N1CCOCC1	103	-7	-1	-2	103	-9	101	111	105	105	-8
30	O/N=C1\CC/C(=N\O)c2nn(-c3ccccc3Cl)nc21	?	-7	2	-10	?	-5	?	?	?	?	-12
31	COC(=O)c1ccc(Oc2ccc(C(F)(F)F)cn2)cc1	92	1	-4	0	94	3	94	97	93	88	2
32	c1ccc(-c2cc3c(nn2)CCc2nonc2-3)cc1	97	-1	-1	-3	98	-4	97	101	97	97	0
33	O=C(CN1C(=O)CSc2ccccc21)NCCC1=CCCCC1	100	-9	-3	-7	100	-7	101	100	96	101	-23
34	C#CCNC(=O)C1CCN(c2cc(C)nc(-c3ccccc3)n2)CC1	97	0	-1	0	95	-3	97	98	97	98	-3
35	O=C1N=C2SCCN2/C1=C\c1ccccc1Cl	101	-4	0	0	101	-3	98	101	100	103	-2
36	C[C@H]1CC[C@H]2C(=O)N3[C@H](c4ccccc4Br)[C@@H](C)CC[C@H]3C(=O)N2[C@@H]1c1ccccc1Br	99	0	-5	-3	100	-12	99	104	99	104	-1
37	CCN(CC)S(=O)(=O)c1ccc(-c2nnc(SC)o2)cc1	?	-7	2	1	?	-7	?	?	?	?	-11
38	CN(C)S(=O)(=O)c1ccc(NC(=O)c2cc(F)c(F)cc2Cl)cc1	106	-4	-3	-2	107	-2	103	109	103	107	-5
39	C(=C\c1ccccc1)/CSc1nnc(-c2ccccc2)n1Cc1ccco1	100	-2	1	-1	99	0	100	103	98	101	1
40	Cc1ccccc1S(=O)(=O)Cc1ccc(C(=O)N2CC(C)CC(C)C2)o1 (stereo not given)	96	-3	0	0	93	-1	90	93	97	94	-3
41	CC(C)NC(=O)N(O)C1N(Cc2ccc3c(c2)OCO3)C(=S)SC1(C)C (stereo not given)	100	-7	4	-2	104	-8	98	107	98	105	-9
42	O=C1c2cccc3cccc(c23)C(=O)N1Cc1ccco1	96	-2	-1	-2	98	-3	98	99	97	97	-3
43	CS(=O)(=O)N1CCCC(C(=O)NCc2ccco2)C1 (stereo not given)	98	0	0	-1	98	2	100	99	96	99	0
44	Cc1cccc(NC(=O)/C(C#N)=C/c2cn(CC(=O)NCc3ccco3)c3ccccc23)c1C	105	0	-1	-3	104	0	105	102	102	103	1
45	C/C(CC(=O)Nc1ccccc1Cl)=N\NC(=O)C(=O)NCCO	97	0	-2	-2	97	-3	101	98	95	97	-6
46	O=C(CC1SC2=NCCN2C1=O)Nc1ccccc1 (stereo not given)	103	-11	-2	-5	100	-9	101	103	101	100	-12
47	O=C(N/N=C1\CCCc2ccccc21)c1ccc([N+](=O)[O-])cc1	98	-2	-2	-4	99	-4	96	108	100	102	-4
48	CCc1ccc(C(=O)NC2CCCCC2)s1	96	-3	-2	-5	96	0	102	100	98	99	-3
49	C/C(=C\c1ccccc1)C(=O)NCCN1CCOCC1	98	0	-1	0	98	-1	102	98	96	98	-7
50	COc1ccc(Br)cc1S(=O)(=O)N(CC(=O)N1CCOCC1)c1ccccc1	99	2	0	-5	98	0	98	101	100	100	-1

(list continues)
No.	Molecule	Rab2 wt GTP	Bcl-2 Bim block	Bcl-W Bim block	Bim-Bcl-XL	HRas wt GTP bind	Bim-Bcl-B	Rab7 wt modul	Rac1 wt modul	Rac1 act GTP bind	Cdc42 wt	Bim-Bfl-1
51	Cc1noc(C)c1S(=O)(=O)N(CC(=O)N1CCc2ccccc21)c1ccc(C(C)C)cc1	102	-7	1	-2	101	-6	99	105	101	103	-7
52	CCN(CC)CC(=O)N1c2ccccc2Sc2ccc(Cl)cc21	98	8	-3	-6	99	-6	94	102	96	100	-1
53	COc1ccc(CN(C(=O)c2nsc(Cl)c2Cl)C(C(=O)NC2CCCC2)c2ccc(C)cc2)cc1 (stereo not given)	100	-5	-4	-8	102	-5	102	103	101	99	-14
54	COc1cccc(-n2nnnc2SCC(=O)c2ccc(NC(C)=O)cc2)c1	97	-7	3	-5	99	-10	98	104	98	98	-12
55	Cc1cc(C(=O)COC(=O)c2nccnc2N)c(C)n1C	95	0	3	-1	97	12	94	97	94	94	-2
56	CC(C)CNC(=O)c1cccc(NC(=O)c2ccc(NC(=O)c3ccco3)cc2)c1	102	-10	-3	-11	102	-6	99	104	98	101	-11
57	CC(=O)Nc1ccc(Cl)c(C(N)=O)c1	98	-1	0	-14	95	-2	97	95	94	96	-1
58	O=C1CCCCC1C(=O)c1cn(-c2ccc(Cl)c(Cl)c2)nn1 (stereo not given)	97	-1	-4	-2	101	-1	97	103	94	100	-4
59	CCOc1cc(C(=O)OCC(=O)Nc2cccc(C)c2)ccc1OCC(=O)N1CCOCC1	100	-8	-7	-5	101	-13	99	104	100	103	-11
60	Cc1ccc(C)c(NS(=O)(=O)c2cc(C(=O)Nc3ccccc3-c3ccccc3)ccc2C)c1	?	-2	-3	-1	?	-1	?	?	?	?	-1
61	COc1ccc(/C=C(\C#N)C(=O)OCC(=O)Nc2c(C)cccc2C(C)C)cc1	100	-2	-5	-7	101	-8	102	102	99	101	-14
62	CCCCNC(=O)N1CCOCCOCCN(C(=O)NCCCC)CCOCCOCC1	104	-7	0	-3	101	-8	99	106	103	102	-15
63	CC1CN(C(=O)CN2C(=O)c3ccccc3S2(=O)=O)CC(C)O1 (stereo not given)	102	-8	0	-3	102	-6	104	106	98	99	-9
64	CC1(C)Cc2c(sc3c2c(=N)n(Cc2ccco2)c(=O)n3CC(=O)Nc2ccccc2)CO1	98	5	-1	-5	99	0	95	102	99	102	1
65	COc1ccc(C=C2C(=O)c3ccccc3C2=O)cc1O	92	0	2	-2	92	-1	93	91	89	92	3
66	Cc1nn(-c2nc3ccccc3s2)c(N)c1-c1ccc(Cl)cc1	99	-2	-4	-3	100	-3	97	100	97	97	3
67	CCOc1ccc(-n2nnnc2-c2nc3ccccc3s2)cc1	100	0	-2	-1	99	-6	97	103	99	98	1
68	Cc1nn(Cc2ccc(C(=O)Nc3ccc(C(=O)OC(C)C)cc3)o2)c(C)c1Cl	93	-5	0	-11	99	-9	96	96	92	96	-8
69	CCOC(=O)c1c(C)oc2c1C(=O)c1ccccc1C2=O	96	-5	-3	-3	95	-8	100	96	93	94	-4
70	COc1ccc(N/C(N)=N/c2nc(CSc3ccc(C)cc3)cc(=O)[nH]2)cc1	105	-7	-6	-4	102	-2	96	98	100	103	-6
71	CCOC(=O)c1sc2nc(CSc3ccccc3)nc(N3CCC(C(N)=O)CC3)c2c1C	97	-2	-2	-3	96	-4	96	97	96	98	-5
72	Cc1ccc(C2NC(=O)c3c(sc4c3CCN(C)C4)N2)o1 (stereo not given)	95	-4	-4	-4	95	-1	93	96	94	95	-1
